LGR2 antag = blocks bursicon-induced cAMP signaling via Drosophila LGR2 | HEK293 LGR2, CRE-luciferase, bursicon-stimulated, 4 h | inhibition, % at 9.99 µM | actives 0.35% (n = 380,000) | AID 720647;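 active = drop in luminescence signal, shown as inhibition above about 50% in the replicate tests, limit read from the data, passing the limit was not always enough; inconclusive = probably only some replicates passing the limit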;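 also: agonist challenge used bursicon conditioned medium at about half maximal strength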
Casp6 inh = blocks human caspase-6 cleavage activity. P55212. inhibition, % at 12.5 µM. actives 0.53% (n = 350,000). purified caspase-6, Z-VEID-R110 cleavage fluorescence;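 active = mean inhibition across replicates at least about 35%, with every replicate also reaching that limit, limit read from the data; inconclusive = only one of the two criteria met; inactive = neither criterion met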;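 also: 0% = median of neutral control wells and 100% = no fluorescence left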
Target sequence (P55212 24-179 limits assumed): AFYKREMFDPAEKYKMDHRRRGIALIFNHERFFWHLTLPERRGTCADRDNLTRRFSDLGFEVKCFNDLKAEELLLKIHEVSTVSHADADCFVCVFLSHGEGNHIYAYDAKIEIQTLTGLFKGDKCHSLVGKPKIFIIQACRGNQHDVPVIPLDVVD
Target sequence (P55212 194-293 limits assumed): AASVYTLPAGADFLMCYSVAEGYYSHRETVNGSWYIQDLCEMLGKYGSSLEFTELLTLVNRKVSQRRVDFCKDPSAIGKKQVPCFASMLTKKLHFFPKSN
PGC1a acetyl inh = lowers PGC1a acetylation signal in U2OS cells; AlphaScreen anti-acetyl-lysine; with virally co-expressed GCN5 acetyltransferase; inhibition, % at 15.6 µM; actives 0.17% (n = 350,000);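 active = every replicate shows inhibition of at least 40%; inconclusive = mean inhibition at least 40% but some replicate below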;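 also: 0% = neutral control wells and 100% = positive control wells; some results beyond the cut were filed as inactive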
miR-122 sensor = blocks miR-122 activity in Huh7 sensor cells | Huh7 miR-122 Renilla luciferase sensor, 48 h; neutral wells = 0, positive control = 100 | activation (reporter increase), % at 12.5 µM | actives 0.3% (n = 340,000);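 active = mean replicate activation score at least 90 and every replicate individually at or above 90; inconclusive = only one of the two criteria met; inactive = neither criterion met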;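 also: higher luciferase means less miR-122 activity so hits act as miR-122 inhibitors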
FN deposit inh = fibronectin deposition inhibition. AH1F fibroblasts, Alexa488-fibronectin deposition fluorescence, overnight. inhibition, % at 12.6 µM. actives 0.086% (n = 350,000);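 active = mean inhibition across replicates of 30% or more, regardless of how many single replicates reach that level; inconclusive = mean under 30% yet at least half of replicates reach 30%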;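 also: positive control wells lacked labelled fibronectin entirely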
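material = AH1F fibroblast monolayer depositing Alexa488-labelled fibronectin into matrix | amount = 10000 AH1F cells/well | buffer or medium = DMEM plus 2% serum, read in PBS | incubation = 1 h cell adhesion before compound, then overnight fibronectin incubation | detection = fluorescence at 485 nm excitation, 525 nm emission | evaluation = percent inhibition as loss of matrix-bound fibronectin fluorescence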
Cneo AK release = Cryptococcus neoformans lysis via adenylate kinase release. AID 651654. lysis activity, % at 15 µM. actives 0.2% (n = 360,000). C. neoformans lysis, adenylate kinase release luminescence, 4 h; normalised: neutral wells 0, clomiphene wells 100;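 active = mean lysis activity across replicates of at least 80%, whatever share of replicates individually reach that level; inactive = mean lysis activity below 80%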
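read-out = cell lysis signal | test system = log-phase Cryptococcus neoformans yeast cells | input = cells at 5 × 10^6 per mL | medium = fresh YPD growth medium | signal = luminescent adenylate kinase detection reagent | timing = 4 h at 37 °C static, read 1 h later | dosing = single dose | controls = Clomiphene as positive lysis control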
PAX8 reporter = inhibitors of PAX8 transcriptional activity in RMG-I cells; inhibition, % at 12.6 µM; actives 1.2% (n = 360,000); RMG-I TPO-luciferase reporter, SteadyGlo, 24 h;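 active = mean replicate inhibition at least 60% with every replicate also reaching 60%; inconclusive = only one of the two criteria is met; inactive = mean below 60% and not all replicates reaching 60%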;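 also: luciferase light reporting Pax8 driven TPO promoter activity; plate controls were median of neutral control wells for no effect and mitoxantrone controls for full effect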
EWS-Fli inh = blocks EWS/Fli oncoprotein-driven transcription. A673 NR0B1-luciferase reporter, viability-normalised. inhibition, % at 12.6 µM. actives 0.67% (n = 350,000);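 active = mean inhibition of at least 50% after viability correction, with every replicate also passing that limit; inconclusive = mean reaches 50% but only one of two replicates passes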;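 also: firefly luciferase signal divided by Alamar Blue viability fluorescence both relative to DMSO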
* = called active by the depositor; u = inconclusive; x = not tested or not shown; & = joins results of further samples; [ ] = remark or other dose.

canonical_smiles	Casp6 inh	EWS-Fli inh	miR-122 sensor	FN deposit inh	PGC1a acetyl inh	PAX8 reporter	LGR2 antag	Cneo AK release
CCOc1ccc2nc(/N=C/c3c(C)[nH]n(-c4ccc(C)cc4)c3=O)sc2c1	1	-34	3	2	7	3	-29	-3
COc1ccc(N(C=O)C(=S)SC)cc1	-1	13	1	0	-4	-13	26	x
CCOC(=O)C1=C(c2ccccc2)NC(SCC(=O)NC2CCCCC2)=C(C#N)C1c1ccco1 (configuration not stated)	1	17	12	x	-2	x	22	-1
CC(C)(C)Cc1c(-c2ccc(C#N)cc2)nc2c(Cl)cc(C(F)(F)F)cn12	-2	14	-3	-3	-11	-2	-19	-1
C[C@@H]1CN([C@@H](C)CO)C(=O)c2cccc(NC(=O)Nc3ccc4c(c3)OCO4)c2O[C@H]1CN(C)C(=O)NC1CCCCC1	2	-4	4[16.7 µM]	x	-5	x	-1	0
CN(C)C(=O)c1cccc(-c2ccc3c(c2)[C@@H]2[C@@H](CCN2C(=O)c2ccc(F)cc2)[C@H](CO)N3C)c1	x	11	7[16.7 µM]	-13	-5	13	-2	5
CS(=O)(=O)N(CC(=O)Nc1ccc(S(=O)(=O)N2CCCC2)cc1)c1cccc(F)c1	-1	17	6	2	-8	11	-5	-1
CC(C)(C)OC(=O)N1CCC(C(=O)O)CC1	x	x	-2	7	-7	6	x	0
COc1cccc(C#Cc2ccc3c(c2)[C@H]2[C@H](CCN2S(=O)(=O)c2cccc(OC)c2)[C@H](CO)N3)c1	-1	x	x	0	-1	6	-1	x
COC(=O)c1sc(N)c(C(=O)OC)c1COC(=O)c1c(C)noc1C	x	x	61	1	-23	-3	x	-8
O=C(NCCOc1ccc(F)cc1)C1CCN(S(=O)(=O)c2ccccc2)CC1	-4	x	x	1	-3	-3	10	0
CCOc1ccc(/C=C2\SC(=S)N(NS(=O)(=O)c3ccccc3)C2=O)cc1OC	2	-2	x	2	10	-19	-4	x
CCOc1ccccc1NS(=O)(=O)c1ccc(-n2cccn2)cc1	0	1	-2	0	-14	6	19	-1
Cc1cc(C)n(C(C)CNC(=O)c2ccc3c(c2)OCO3)n1 (configuration not stated)	-1	0	-4	3	9	5	8	0
OC[C@@H]1[C@@H](c2ccc(-c3ccccc3F)cc2)[C@H]2CN(Cc3cccnc3)CCCCN12	-8	x	1[16.7 µM]	x	5	10	-15	3
CCCCCC1CCC(C(=O)N2CCOCC2)CC1 (configuration not stated)	-1	3	-6	2	-18	-33	10	3
Cc1ccn2c(=O)c(NC(=O)c3cccs3)c(C)nc2c1	-1	-10	4	2	x	-4	-10	-1
COc1ccc(/C=C/C(=O)NCC(=O)N/N=C/c2cccnc2)cc1	x	-6	x	8	x	7	8	x
O=S1(=O)CCOC[C@H](CC2CCCCC2)N1Cc1ccccc1F	0	-2	x	-5	x	14	u	4
COc1ccc(CCN2CC(C(=O)NCC(c3ccccc3)N(C)C)CC2=O)cc1OC (configuration not stated)	-7	-8	x	3	-6	x	-7	-5
Cc1ccc(-n2c3c(cc(C(=O)NC4CCSC4=O)c2=O)C(=O)CC(C)(C)C3)cc1 (configuration not stated)	-2&-4	9	x	x	10	x	-10&7	1
Oc1ccc(-c2csc(Nc3ncccn3)n2)cc1	-4	-7	-6	-2	5	-136	-65	x
CCOc1ccc(S(=O)(=O)NC2CCCC2)cc1	1	1	33	-5	15	-2	3	-7
C[C@H](CO)N1C[C@H](C)[C@H](CN(C)C(=O)C2CCCCC2)OCCCC[C@H](C)Oc2ccc(NC(=O)Nc3ccc(C(F)(F)F)cc3)cc2C1=O	1	8	-14[16.7 µM]	x	4	x	21	-9
COc1ccc(NC(=O)N(C)C[C@@H]2Oc3ccc(NC(=O)C4CC4)cc3C(=O)N([C@H](C)CO)C[C@@H]2C)cc1	0	-42	9[16.7 µM]	x	8	-8	-11	-4
C[C@@H]1CN([C@H](C)CO)C(=O)c2cc(C#CC3CCCC3)cnc2O[C@H]1CN(C)S(C)(=O)=O	0	0	x	-1	-1	x	1	-1
Cc1nc2ccc(S(=O)(=O)NCC(=O)NCc3ccc(Cl)cc3)cc2s1	2	x	-7	5	4	2	-3	-3
Cc1cc(C)cc(NC(=O)Nc2ccc(N3CCCCC3)cc2)c1	-2	-111	-4	0	-24	-56	-51	-2
COc1ccc([N+](=O)[O-])cc1C(=O)NC1CCN(Cc2ccccc2)CC1	-10	7	-7	-10	-2	-10	-2	1
Cc1ccc(C)c(C(=O)CN2Cc3ccccc3C2=O)c1	1	-45	x	0	x	-28	-36	x
CC(=O)c1cc2c(cc1NC(=O)C1CC=CCC1C(=O)O)OCO2 (configuration not stated)	x	x	-6	6	-2	-4	x	x
CC1CCN(c2nc3c(c(=O)n(C)c(=O)n3C)n2CCSc2nc3ccccc3s2)CC1	x	x	1	3	14	x	x	2
CN1C(=O)c2cc(NC(=O)Cc3cccs3)ccc2OC[C@@H]2O[C@@H](CC(=O)NCCCN3CCOCC3)CC[C@@H]21	5	-11	-18[16.7 µM]	4	7	-1	-10	-2
Cc1ccc(S(=O)(=O)N2CCC3(CC2)OCCN3S(=O)(=O)c2cccs2)cc1	-2	10	u	9	-8	10	7	-2
CCOc1c2ccc(C(=O)NCCc3ccc(C)cc3)cc2nn1CC	2	-7	-4	-3	8	-9	6	0
O=C1COc2ccc(S(=O)(=O)NCc3ccccc3)cc2N1	0	0	x	6	x	-4	5	0
CCOC(=O)C1(Cc2ccccc2)CCCN(Cc2cnn(CC)c2)C1 (configuration not stated)	-1	-4	x	3	1	4	20	x
CSc1ccccc1NC(=O)COC(=O)c1ccc(O)cc1	-1	2	-4	x	x	-8	-10	-1
COc1ccc(F)cc1-c1cc(C(=O)Nc2cccnc2)[nH]n1	-4	-97	-7	-8	-15	-150	-74	-2
Nn1cc(-c2ccccc2)nc1SCC(=O)Nc1cccc(S(N)(=O)=O)c1	2	-8	-12	10	-9	11	-14	-3

Reprinted from the part before: 2 compounds, followed by the next part.
canonical_smiles	Casp6 inh	EWS-Fli inh	miR-122 sensor	FN deposit inh	PGC1a acetyl inh	PAX8 reporter	LGR2 antag	Cneo AK release
COc1ccc(F)cc1-c1cc(C(=O)Nc2cccnc2)[nH]n1	-4	-97	-7	-8	-15	-150	-74	-2
Nn1cc(-c2ccccc2)nc1SCC(=O)Nc1cccc(S(N)(=O)=O)c1	2	-8	-12	10	-9	11	-14	-3
CCCC(=O)c1ccc(N2CCC(C)CC2)c(F)c1	6	-51	x	-5	x	-78	-73	x
CCc1ccccc1NC(=O)COc1ccc(N2CC(C(N)=O)CC2=O)cc1 (configuration not stated)	-1	-5	-2	5	-7	30	1	2
COc1cccc(NC(=O)Nc2nnc(Cc3ccc(F)cc3)s2)c1	0	4	x	4	8	-2	12	-3
Nc1nc(NC(=O)c2ccccc2)nn1-c1ccccc1	3	-31	4	9	4	-50	-6	1
COc1ccc(NC(=O)Nc2ccc3c(c2)C(=O)N([C@@H](C)CO)C[C@@H](C)[C@@H](CN(C)C(=O)Nc2c(C)noc2C)O3)cc1	0	-6	-5[16.7 µM]	x	4	x	23	-3
Cc1cc(C)c2[nH]c(O)c(N=NC(=S)NCC3CCCO3)c2c1 (configuration not stated)	x	x	1	-1	-4	25	-1	-2
Fc1ccc(N/N=C2/CCSc3sccc32)c(F)c1	1	5	8	-4	14	10	-16	-1
CCCCS(=O)(=O)N1CCCC(C(=O)N2CCOCC2)C1 (configuration not stated)	-4	11	-7	7	-1	21	-2	0
O=C(O)CCn1cc(/C=C\C(=O)c2ccc(Cl)cc2)c(-c2cccc(Br)c2)n1	x	-2	-3	6	x	-3	11	-3
Cc1c(O)ccc(-c2[nH]ncc2-c2nc3ccccc3s2)c1O	x	x	-5	x	3	x	-20	-4
Cc1ccc(NC(=O)c2ccc(F)cc2)cc1S(=O)(=O)N1CCCCCC1	-2	2	0	2	-13	24	33	x
Cc1cccc(C)c1NC(=O)CN(C)C(=O)c1ccc(NS(=O)(=O)c2ccc3[nH]c(=O)[nH]c3c2)cc1	1	4	1	-4	-4	-10	-2	1
COC(=O)c1cccc(-n2c(CCC(=O)O)ccc2-c2cccs2)c1	8	-13	x	2	6	3	-38	x
COc1cc(CNc2ncc(-c3ccc(Br)cc3)n2C)cc(OC)c1OC	-1	17	x	-13	x	12	8	2
CCC(C)C(=O)OCC1(c2ccc(C)cc2OC(=O)C(C)C)CO1 (configuration not stated)	5	-3	-5	x	6	x	0	0
FC(F)(F)c1cc(C(F)(F)F)n2nc(-c3sccc3-n3cccc3)cc2n1	x	x	-11	-2	-2	17	x	3
CCOC(=O)c1cc(C(C)=O)c(=O)n(C)c1N	x	x	2	-12	1	2	x	5
O=C(Nc1cc(C(F)(F)F)ccc1N1CCCCC1)C1=COCCO1	1	-12	4	0	x	-8	1	-1
CCN(CC)CC#CC(OC)(c1ccccc1)c1ccccc1	1	3	x	-1	x	20	15	x
CCC1CCCCN1C(=O)COC(=O)CN(C)S(=O)(=O)c1ccc(NC(C)=O)cc1 (configuration not stated)	-3	4	x	3	x	4	8	x
O=C(O)c1ccc(OCCCCCCOC2CCCCO2)cc1 (configuration not stated)	-1	0	x	1	x	23	-5	-1
CSc1cccc(NC(C)C(=O)NCc2ccccc2)c1 (configuration not stated)	-2	-4	x	x	-11	23	9	x
CC(C)(C)C(=O)Nc1ccc(C(=O)Nc2cc(NC(=O)c3ccc(NC(=O)C(C)(C)C)cc3)cc(C(=O)O)c2)cc1	9	-18	-11	-6	7	8	0	-2
COc1ccc(CC(=O)NCCN2CCOCC2)cc1	7	-8	1	-12	x	4	-33	1
CCOc1ccc(C2C(C(=O)c3ccco3)=C(O)C(=O)N2CCCn2ccnc2)cc1OC (configuration not stated)	-10	3	-4	-2	0	-19	-9	-1
O=C(COc1ccccc1)Nc1nnc(S(=O)(=O)N2CCCCC2)s1	-1	x	-8	-10	4	-4	-1	-1
CCCCOc1ccc(C(=O)NCC(=O)NCCCn2nc(C)cc2C)cc1	2	-6	-4	-6	4	11	-4	18
O=C1CC(NS(=O)(=O)c2cccs2)CN1c1ccccc1 (configuration not stated)	-3	-4	1	-8	0	-6	12	-2
C[C@@H]1CCCCO[C@H](CN(C)C(=O)C2CCCCC2)[C@@H](C)CN([C@H](C)CO)C(=O)c2cc(NC(=O)CCC(F)(F)F)ccc2O1	-1	-6	13[16.7 µM]	x	3	x	5	1
Cc1nc(N2CCOCC2)c2c(C)c(C(=O)Nc3ccc(F)cc3F)sc2n1	1	-4	-1	10	9	7	-47	-2
C[C@H](CO)N1C[C@H](C)[C@@H](CN(C)C(=O)Nc2ccc3c(c2)OCO3)Oc2ccc(NC(=O)Cc3cn(C)c4ccccc34)cc2C1=O	0	-3	x	x	13	1	x	x
